Screens (PubChem BioAssay)
PGE2 EP2 inh: human EP2 receptor antagonists, primary screen, TR-FRET cAMP, C6 glioma cells | Prostaglandin E2 receptor EP2 subtype (Homo sapiens), P43116 | C6 glioma cells expressing human EP2; cells stimulated with saturating PGE2 | inhibition, % at 25 µM | hit rate 0.52% among 260,000 | AID 1422, 2008;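 active = percent inhibition above 40 after rounding to a whole number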;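 also: rat C6 glioma host cells with rolipram phosphodiesterase inhibitor present; the protocol text gives 20 µM as final concentration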
Target sequence (P43116 whole entry, looked up): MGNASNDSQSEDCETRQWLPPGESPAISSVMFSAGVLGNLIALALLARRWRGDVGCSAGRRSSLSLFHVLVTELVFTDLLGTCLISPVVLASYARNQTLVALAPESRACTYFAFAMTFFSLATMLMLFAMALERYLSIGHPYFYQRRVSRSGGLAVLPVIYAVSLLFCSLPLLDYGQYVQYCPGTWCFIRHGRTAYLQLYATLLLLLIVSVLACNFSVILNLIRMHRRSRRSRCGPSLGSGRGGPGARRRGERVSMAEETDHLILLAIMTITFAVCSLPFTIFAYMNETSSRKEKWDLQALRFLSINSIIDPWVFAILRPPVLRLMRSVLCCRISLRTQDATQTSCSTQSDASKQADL
PPC-1+TRAIL kill: compounds killing PPC-1 cancer cells with TRAIL present, primary screen, TRAIL potentiator project, ATPLite luminescence, uHTS; PPC-1 cells + TRAIL, ATPLite viability luminescence; cell killing (% activity), % at 4 µM; hit rate 0.41% among 220,000; AID 1443, 2008;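 active = cell killing above 50% in the first pass at 4 µM, then a duplicate retest at 5 µM averaging 50% or more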;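 also: plate controls were cells with TRAIL plus DMSO for no effect and medium-only wells lacking cells for full effect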
TNF necrop inh: inhibitors of TNF-alpha triggered necroptosis, primary screen, cell-based, Jurkat FADD-/-, single concentration | Jurkat FADD-/- TNF necroptosis rescue, ATP luminescence, 24 h; 0 = TNF only, 100 = no-TNF cells | activation (protection from cell death), % at 10 µM | hit rate 0.068% among 220,000 | AID 463075, 2010;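 active = activation, meaning protection from cell death, of at least 50% relative to plate controls; inactive = activation below 50%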;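 also: necroptosis triggered by 40 ng/mL TNF-alpha added together with compound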
FXIIa inh 1536: human FXIIa protease inhibitors, primary screen, biochemical, 1536-well. Coagulation factor XII (Homo sapiens), P00748. purified FXIIa, Boc-QGR-AMC fluorogenic substrate, 2 h. inhibition, % at 5 µM. hit rate 0.3% among 220,000; in the data active = inhibition above about 40%;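 also: 0% = enzyme with no compound and 100% = blank without enzyme; many of its hits are not listed in these tables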
Target sequence (P00748 20-372 limits assumed): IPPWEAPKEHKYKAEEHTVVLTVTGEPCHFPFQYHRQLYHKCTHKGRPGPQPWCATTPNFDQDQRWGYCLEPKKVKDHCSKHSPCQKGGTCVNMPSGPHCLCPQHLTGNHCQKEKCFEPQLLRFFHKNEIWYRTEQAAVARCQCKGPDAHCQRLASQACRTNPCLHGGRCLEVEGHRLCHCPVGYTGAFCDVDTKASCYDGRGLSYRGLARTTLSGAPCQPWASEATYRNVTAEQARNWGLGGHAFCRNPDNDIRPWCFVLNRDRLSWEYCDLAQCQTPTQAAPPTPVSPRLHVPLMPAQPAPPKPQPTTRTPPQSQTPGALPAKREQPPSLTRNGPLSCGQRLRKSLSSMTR
Target sequence (P00748 373-615 limits assumed): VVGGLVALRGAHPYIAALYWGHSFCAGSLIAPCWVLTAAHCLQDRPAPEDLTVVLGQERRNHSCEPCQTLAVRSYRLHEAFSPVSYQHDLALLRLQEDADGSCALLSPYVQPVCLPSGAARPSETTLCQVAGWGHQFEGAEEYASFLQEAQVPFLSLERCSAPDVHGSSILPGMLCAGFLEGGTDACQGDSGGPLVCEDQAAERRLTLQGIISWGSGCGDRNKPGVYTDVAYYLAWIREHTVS
CHOP inhibitor: inhibitors of CHOP promoter induction, primary screen, cell-based, unfolded protein response, luciferase reporter; CHO-K1 CHOP-promoter luciferase, tunicamycin-induced, 15-18 h; inhibition, % at 10 µM; hit rate 3.8% among 220,000; AID 2732, 2010;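 active = compounds that reduced the stress-induced luciferase reporter signal by more than about 70% of percent inhibition, limit read from the data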;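 also: 0% = tunicamycin plus vehicle and 100% = wells without tunicamycin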
Wee1 stabilizer: Wee1 degradation inhibitors, primary screen, cell-based, HeLa, Wee1K328M-luciferase, luminescence; hit rate 1.2% among 220,000; reporter increase, % at 5 µM; AID 1321, 2008; HeLa Luc-Wee1K328M stability; 100% = proteasome inhibitor MG132 effect; Wee1-like protein kinase (Homo sapiens), P30291;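 active = activation above the mean of all tested compounds plus 3 SD, set per screening run, cut at about 8.8% in these data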;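 also: cells exposed to compound for 20 h before luminescence read; 0% = DMSO alone and 100% = MG132 at 30 µM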
FXIa inh 1536: human FXIa protease inhibitors, primary screen, biochemical, 1536-well; Coagulation factor XI (Homo sapiens), P03951; purified FXIa, Boc-Glu-Ala-Arg-AMC fluorogenic substrate; inhibition, % at 5 µM; hit rate 0.14% among 220,000; AID 798, 2007;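 active = inhibition of at least 40%; inactive = inhibition below 40%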;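 also: fluorescence of freed AMC excited at 355 nm; 0% = enzyme without compound and 100% = no enzyme blank; many of its hits are not listed in these tables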
Tb hexokinase: Trypanosoma brucei hexokinase 1 inhibitors, primary screen, biochemical, G6PDH-coupled NADH absorbance, MLSCN library; hexokinase 1 [Trypanosoma brucei]; recombinant TbHK1, G6PDH-coupled NADH A340; inhibition, % at 10 µM; hit rate 0.11% among 220,000; AID 1430, 2008;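 active = inhibition of 50% or more in the single-dose primary screen; inactive = inhibition below 50%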
zVAD death inh: inhibitors of zVAD-triggered necroptosis, primary screen, L929 cells. hit rate 0.38% among 220,000. L929 zVAD necroptosis rescue, ATP luminescence, 24 h; with zVAD 60 µM. viability rescue, % at 10 µM. AID 1377, 2008;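 active = activation, scaled between plate controls, above about 75%, limit read from the data; inactive = activation under that limit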;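 also: 0% = zVAD with DMSO and 100% = DMSO alone without zVAD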
An asterisk follows results filed as active; / = not tested or not shown; & = joins results of further samples. These rows are one share of the data; the hit share may differ from the screen's.

mol,PGE2 EP2 inh,PPC-1+TRAIL kill,TNF necrop inh,FXIIa inh 1536,CHOP inhibitor,Wee1 stabilizer,FXIa inh 1536,Tb hexokinase,zVAD death inh
Cc1cc(C)c2sc(N(CCCN(C)C)C(=O)c3ccc(Br)s3)nc2c1,5,2,4.6,4,50,3,-3,9,2.0
CCCC(=O)c1c(NC(C)C)cc(C)oc1=O,2,6,0.1,-4,3,4,-6,1,1.4
COc1ccc(CC(=O)OCC(=O)Nc2ccc(C(=O)Nc3ccc(OC)cc3)cc2)cc1,0,4,-0.1,6,14,-1,-1,-6,1.0
O=C(Nc1cccc2ccccc12)c1ccc(Cn2cc(Cl)cn2)cc1,13,6,-2.3,9,15,-2,2,-1,0.2
COc1ccc(OC)c(S(=O)(=O)NCCC2=CCCCC2)c1,13,4,0.7,-13,-16,0,-3,-1,0.7
CCOC(=O)/C(=N/Nc1ccc(Cl)cc1)S(=O)(=O)c1ccc(Cl)cc1,12,27,0.9,11,2,-2,5,16,1.6
O=C(Nc1ccccc1)/C(=C/c1cccnc1)NC(=O)c1ccco1,3,-2,1.2,5,0,-5,4,-2,0.1
Cn1c(SCC(=O)N2CCN(c3ccccc3)CC2)nnc1-c1ccccc1,15,9,-0.4,0,6,0,6,3,-0.2
CCOC(=O)c1ccc(N2CC(O)=C(c3nc4ccccc4c(=O)[nH]3)C2=N)cc1,22,6,-2.5,4,8,0,-7,-14,-0.3
Cc1cccc(NC(=O)c2ccc(NCCc3ccccc3)c([N+](=O)[O-])c2)c1,2,16,1.5,10,2,3,6,-10,0.2
CCCn1c(O)c(CN2CCCC(C)C2)c(C)c(C#N)c1=O (stereo not given),6,21,-1.5,0,3,-1,-1,-18,0.2
COc1ccc(C(=O)NCCCn2ccnc2)cc1,7&5,10,0.7,4,7,-1,-2,4,-0.4
CC(Nc1ncnc2nc[nH]c12)c1ccccc1 (stereo not given),8,10,-0.6,11,47,-1,1,-3,25
Cc1ccc(S(=O)(=O)N2CC(O)C[C@H]2C(=O)OCC(=O)c2ccccc2)cc1 (stereo not given in full),11,11,-2.1,8,4,4,15,6,0.4
CCCN(CCO)Cc1ccc(Br)cc1,13,9,-0.4,9,7,1,-5,-2,0.1

Quoted at random: five compounds from above, in no set order.
mol,PGE2 EP2 inh,PPC-1+TRAIL kill,TNF necrop inh,FXIIa inh 1536,CHOP inhibitor,Wee1 stabilizer,FXIa inh 1536,Tb hexokinase,zVAD death inh
COc1ccc(C(=O)NCCCn2ccnc2)cc1,7&5,10,0.7,4,7,-1,-2,4,-0.4
CC(Nc1ncnc2nc[nH]c12)c1ccccc1 (stereo not given),8,10,-0.6,11,47,-1,1,-3,25
COc1ccc(CC(=O)OCC(=O)Nc2ccc(C(=O)Nc3ccc(OC)cc3)cc2)cc1,0,4,-0.1,6,14,-1,-1,-6,1.0
CCCC(=O)c1c(NC(C)C)cc(C)oc1=O,2,6,0.1,-4,3,4,-6,1,1.4
CCCN(CCO)Cc1ccc(Br)cc1,13,9,-0.4,9,7,1,-5,-2,0.1

Following part
mol,PGE2 EP2 inh,PPC-1+TRAIL kill,TNF necrop inh,FXIIa inh 1536,CHOP inhibitor,Wee1 stabilizer,FXIa inh 1536,Tb hexokinase,zVAD death inh
N#C/C(C(=O)N1CCOCC1)=C1\Nc2ccccc2S1,16,10,-1.3,-9,-1,0,3,-72,-0.1
Cc1ccc(NC(=O)N2CCC(=O)N2)cc1,13,-4,-2.3,4,3,1,9,-1,-0.1
Cc1ccnc(SCCn2c(N3CCOCC3)nc3c2c(=O)[nH]c(=O)n3C)n1,9,/,-2.1,/,/,-2,/,-4,-1.2
Cc1ccccc1CN1CCNC1=O,4,-17,-2.0,3,26,-3,-1,-4,-0.5
Fc1ccc(-c2c[nH]c(=S)n2Cc2ccccc2)cc1,7,-6,-2.0,3,20,3,1,2,-0.4
Cc1ccccc1-c1nc(Cc2ccc(Cl)cc2)no1,17,8,-0.8,3,54,-4,-18,2,-0.2
CCn1c(O)c(C=C2N=c3ccccc3=N2)sc1=S,7,42,1.1,8,43,0,1,0,2.5
COC(=O)c1ccccc1NC(=S)N(Cc1ccc2c(c1)OCO2)Cc1cc2ccc(C)cc2[nH]c1=O,7,5,1.8,8,23,-1,0,13,0.7
Cc1ccc(NC(=O)c2ccccc2)cc1-n1cnnn1,11,3,1.6,4,8,-2,-4,-3,75*
CCOC(=O)c1c(/N=C/C2C(=O)CCCC2=O)sc(C)c1C,-1,-1,0.3,10,62,-2,1,1,3.9
O=C(NC1(C(F)(F)F)C(=O)Nc2c1c(=O)[nH]c(=O)n2Cc1ccccc1)c1ccc(Cl)cc1 (stereo not given),1,26,-0.7,4,0,-1,-1,-5,0.5
Cc1ccc(NS(=O)(=O)c2cc(NC(=O)c3cc4c(s3)CCCC4)ccc2C)c(C)c1,4,12,2.5,-1,28,6,1,4,0.9
N=C(CC1CC(=O)NC(=O)C1)C1=C(O)CCCC1=O,3,9,2.8,13,-3,-2,0,1,1.0
Cc1ccc(SCC(=O)Nc2ccc(-c3nc4ccccc4[nH]3)cc2)cc1,6,25,1.7,9,102*,1,9,-13,1.3
O=C(O)CNS(=O)(=O)c1ccc2[nH]c(=O)c(=O)[nH]c2c1,8,-7,-0.3,3,49,-3,-3,-12,0.9
O=c1c2ccccc2ncn1C1CCCCC1,5,5,-0.7,9,17,0,3,6,1.7
CCc1ccccc1NC(=O)c1ccc(NCCc2ccccc2)c([N+](=O)[O-])c1,17,-8,3.0,11,25,-3,6,35,1.2
Cn1c(=O)n(C)c2cc(/C=N/NC(=O)c3cc4cc(Br)ccc4o3)ccc21,7,0,-4.0,-2,32,0,-1,-45,1.4
N/C(=N\OC(=O)c1cc(Br)ccc1Cl)c1ccccn1,3,36,-1.8,9,30,3,-2,0,0.3
COc1ccccc1N1CC(O)=C(c2nc3ccccc3c(=O)[nH]2)C1=N,10&17,14,-4.0,3,-13,1,-4,-19,1.5
Cc1c(CNC(=O)C2CC2)c(-n2cccc2)n(Cc2ccccc2)c1C,6,14,0.8,13,35,3,3,-1,0.4
COc1ccc(N2Cc3ccccc3C2=NC(=O)c2ccc(C)cc2)cc1OC,3,18,-1.3,1,19,-3,-8,-8,0.2
O=C(CSc1nnc(-c2ccco2)n1-c1ccccc1)NCc1ccc2c(c1)OCO2,5,-9,-0.6,5,10,-2,7,-3,-0.2
O=C(NC1CCCCC1)C(c1cccs1)N(CC1CCCO1)C(=O)c1csnn1 (stereo not given),4,-1,-3.0,15,1,0,9,2,-0.3
CC(=O)c1c(C)n([O-])c2cc(F)c(F)cc2[n+]1=O,16,4,-2.2,11,17,-1,-2,-9,3.6
Cc1ccc(NC(=S)N2CCN(Cc3ccccc3)CC2)c(C)c1,2,16,2.2,7,14,2,0,3,1.2
c1nnc2c3c4c(sc3ncn12)CCC4,7,-10,0.2,13,-3,-2,4,-4,3.8
CCOC(=O)COc1ccc2c(c1)C(=O)CC1(CCN(C(C)=O)CC1)O2,12,0,1.5,13,-17,2,5,-2,0.7
COc1ccc(/C=C/C(=O)OCCCN(C)C)cc1,10,37,1.8,0,11,0,-5,-15,3.2
COc1cccc(C(=O)CSc2nc3ccccc3n2CC(=O)N(C(C)C)C(C)C)c1,11,-14,2.2,9,9,-1,2,-8,/

Ordered by molecular weight (smallest number first): 3 of the compounds above.
mol,PGE2 EP2 inh,PPC-1+TRAIL kill,TNF necrop inh,FXIIa inh 1536,CHOP inhibitor,Wee1 stabilizer,FXIa inh 1536,Tb hexokinase,zVAD death inh
CC(=O)c1c(C)n([O-])c2cc(F)c(F)cc2[n+]1=O,16,4,-2.2,11,17,-1,-2,-9,3.6
COc1ccc(N2Cc3ccccc3C2=NC(=O)c2ccc(C)cc2)cc1OC,3,18,-1.3,1,19,-3,-8,-8,0.2
O=C(CSc1nnc(-c2ccco2)n1-c1ccccc1)NCc1ccc2c(c1)OCO2,5,-9,-0.6,5,10,-2,7,-3,-0.2

Individual results from the entries so far:
`O=c1c2ccccc2ncn1C1CCCCC1` in PPC-1+TRAIL kill is listed with 5
`CCc1ccccc1NC(=O)c1ccc(NCCc2ccccc2)c([N+](=O)[O-])c1` in Wee1 stabilizer is listed with -3
`O=C(CSc1nnc(-c2ccco2)n1-c1ccccc1)NCc1ccc2c(c1)OCO2` in TNF necrop inh is listed with -0.6
`O=C(NC1CCCCC1)C(c1cccs1)N(CC1CCCO1)C(=O)c1csnn1` (stereo not given) in TNF necrop inh is listed with -3.0
`Cc1c(CNC(=O)C2CC2)c(-n2cccc2)n(Cc2ccccc2)c1C` in zVAD death inh is listed with 0.4
`Cn1c(=O)n(C)c2cc(/C=N/NC(=O)c3cc4cc(Br)ccc4o3)ccc21` in CHOP inhibitor is listed with 32

Next part
mol,PGE2 EP2 inh,PPC-1+TRAIL kill,TNF necrop inh,FXIIa inh 1536,CHOP inhibitor,Wee1 stabilizer,FXIa inh 1536,Tb hexokinase,zVAD death inh
CCn1c(SCC(=O)Nc2ccc(S(=O)(=O)Nc3onc(C)c3C)cc2)nnc1-c1ccccc1,8,15,0.5,13,21,-2,-11,10,-0.3
COc1ccc(Cc2nnc(SC)[nH]c2=O)cc1,1,-4,0.0,27,-8,-1,16,-7,0.3
O=c1cc(O)c2ccccc2n1Cc1ccccc1Cl,5,0,0.2,-3,14,-1,-1,2,1.5
O=S(=O)(NCCSc1ccccc1)c1ccc2c(c1)OCCO2,6,24,2.1,0,28,2,9,7,0.6
CCOc1ccc2c(c1)n(CO)c(=S)n2CO,4,20,-1.7,-17,-2,-2,-7,1,1.1
Cc1cccc(-c2nsc(SCC(=O)c3ccc(Cl)cc3)n2)c1,10,2,1.4,2,3,-4,5,5,0.8
CC(=O)Nc1nonc1-c1ccccc1,1,7,-1.4,-1,23,-2,0,-2,0.1
CCOC(=O)N1CCN(C(=O)COc2ccc(S(=O)(=O)NCc3ccccc3)cc2)CC1,8,-6,-4.0,15,38,0,7,-4,0.7
N#CCCN(C(=O)Nc1ccc(Cl)cc1)c1ccccc1,9,16,1.3,-4,-34,2,-1,1,-0.6
CCOc1ccccc1C=Nc1ccccc1C(=O)Nc1ccccc1,13,16,-2.5,10,9,4,3,-3,0.2
CCOC(=O)c1sc(=NC(=O)c2ccc(OC)c(OC)c2)n(C)c1C,18,-5,0.0,6,42,-3,-5,-27,-0.1
CNc1nc2c(c(=O)[nH]c(=O)n2C)n1CCOC,16,-3,1.6,11,-36,5,6,-4,2.2
COc1ccc2c(CC(=O)N3CCN(S(=O)(=O)c4cccs4)CC3)coc2c1,2,4,0.6,12,-6,0,2,-14,-0.1
CNC(=O)C1=C(C)NC(=S)NC1c1cccs1 (stereo not given),4,-18,0.2,0,18,2,-4,0,-0.3
COc1ccccc1C(=O)Nc1ccc(CN2CCCCC2)cc1,20,11,0.7,8,3,3,-4,2,0.0
CC(C)OCP(=O)(c1ccccc1)c1ccccc1,7,-5,-3.2,17,6,0,7,7,-0.1
O=C(CN1CCCCC1)Nc1c2c(nc3ccccc13)N(c1ccccc1)CC2,5,7,2.6,4,86*,-2,1,-7,15
